USP2a inh – qHTS Assay for Inhibitors of Ubiquitin-specific Protease USP2a Using CHOP2 as the Reporter | Ubiquitin carboxyl-terminal hydrolase 2 (Homo sapiens), O75604 | USP2 core, Ub-CHOP2 coupled fluorogenic reporter, 485/531 | Potency, µM (series often up to 38.3 µM), for the others: top-dose activity change, negative = inhibition, hits mostly inhibitors | hit rate 0.01% among 330,000 | AID 463254, 2010;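 also: potency is read from the fitted curve at half-maximal effect; plate controls were DMSO wells for no effect and full inhibition by NEM control for full effect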
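Deubiquitinase activity read as fluorescence (485/531 nm) after Ub-CHOP2 cleavage activates the enterokinase reporter on its substrate; USP2 core 10nM, Ub-CHOP2 and substrate 25nM each, 30min compound preincubation then 60min RT; data normalized to NEM, curves fitted.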
BCR signal inh – qHTS Assay to Find Inhibitors of Chronic Active B-Cell Receptor Signaling. ABC-DLBCL IkBa-CBG/CBR reporter, luminescence ratio, 4 h. Potency, µM (highest dose often 46.1 µM), for the others: top-dose ratio change, negative = lower green/red ratio, actives largely listed as inhibitors. hit rate 0.05% among 340,000; active = well fitted inhibition curve with a large enough effect in the signal ratio, with a control signal flat, not every such curve was filed as active; inconclusive = small, poorly fitted or top-dose-only effect, or effect the other way, or a change in a side signal; the % refers to the signal ratio;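 also: potency is read from the fitted curve at half-maximal effect; plate controls were basal doxycycline-induced cells for no effect and cells given 10 µM MG132 for full effect; MG132 reads +100%, hits lower the ratio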
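Concentration-response series (up to 46 uM) were applied to TMD8 dual-reporter cells for 4 h at 37C with doxycycline. Green/red ratio, after filter-overlap correction, defined %Activity; red signal alone was normalised to basal cells and zero luminescence.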
Giardia kill – Small Molecules that selectively kill Giardia lamblia: qHTS | Giardia lamblia trophozoite viability | activity change, % at 7.66 µM, hits read low | hit rate 0.15% among 340,000 | AID 540267, 2011; in the data active = activity change below about -80%; inconclusive = between about -30% and that limit;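 also: parasites exposed to compound for two days anaerobically before the ATP read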
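Luminescence from cellular ATP indicates surviving trophozoites (100 cells/well) following 48 hrs anaerobic compound treatment at 37 deg C; signal develops 15-30 min at room temperature.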
FBPA coupling cs – qHTS Assay for Inhibitors of Fructose-1,6-bisphosphate Aldolase from Giardia Lamblia: Coupling assay counterscreen | coupling enzyme system counterscreen, AmpLite Red fluorescence | AID 2472, 2010 | hit rate 0.67% among 290,000 | activity change, negative = inhibition, % at 58.2 µM, hits read low; in the data active = activity change below about -30%
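Coupling enzymes only (glyceraldehyde-3-phosphate) + compound, at 57.5 uM final, 10 min RT; add substrate/coupling/AmpLite Red mix, 20 min RT; fluorescence ex 525/em 598 nm. Actives flag coupling-system interference.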
Eya2 phos inh – qHTS Assay for Inhibitors of the Phosphatase Activity of Eya2 | Protein phosphatase EYA2 (Homo sapiens), O00167 | recombinant Eya2, OMFP fluorescence dephosphorylation (OMFP is methylfluorescein phosphate) | Potency, µM (doses to about 76.9 µM), without a hit: at the top dose activity, negative = inhibition, most hits filed as inhibitors | hit rate 0.006% among 330,000 | AID 488837, 2010; also: potency is read from the fitted curve at half-maximal effect
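Eya2 (0.2 uM) preincubated 10 min at ambient with compound, then OMFP substrate added at 50 uM; 10 min reaction in 50 mM HEPES pH 7.5, 50 mM NaCl, 5 uM MgCl2, 0.05% BSA, 1 mM DTT. Fluorescence read at Ex 485/Em 525 nm.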
uPA generation – qHTS for Inhibitors of Cell Surface uPA Generation; cell surface uPA generation assay, qHTS; Potency, µM (doses to about 38.3 µM), without a hit: at the top dose activity change, negative = inhibition, actives largely listed as inhibitors; hit rate 0.31% among 330,000; AID 540303, 2011; active = well fitted inhibition curve with a large enough effect; inconclusive = small, poorly fitted or top-dose-only effect; inactive = no such curve, though single readings can be large or run the other way; tested in mouse RAW 264.7 cells; also: potency is read from the fitted curve at half-maximal effect; nearly all actives have a fitted effect of over 55% in size
PKM2 activator – qHTS Assay for Activators of Human Muscle isoform 2 Pyruvate Kinase; Pyruvate kinase PKM (Homo sapiens), P14618; purified PKM2, Kinase-Glo ATP luminescence, activation; response scale: 0% is enzyme alone, no compound; Potency, µM (doses to about 57.5 µM), for the others: at the highest dose activation, usual class: activators; hit rate 0.34% among 260,000; AID 1631, 2009; also: potency is read from the fitted curve at half-maximal effect; nearly all actives have a fitted effect of over 55% in size
Target sequence (P14618 whole entry, looked up, canonical isoform): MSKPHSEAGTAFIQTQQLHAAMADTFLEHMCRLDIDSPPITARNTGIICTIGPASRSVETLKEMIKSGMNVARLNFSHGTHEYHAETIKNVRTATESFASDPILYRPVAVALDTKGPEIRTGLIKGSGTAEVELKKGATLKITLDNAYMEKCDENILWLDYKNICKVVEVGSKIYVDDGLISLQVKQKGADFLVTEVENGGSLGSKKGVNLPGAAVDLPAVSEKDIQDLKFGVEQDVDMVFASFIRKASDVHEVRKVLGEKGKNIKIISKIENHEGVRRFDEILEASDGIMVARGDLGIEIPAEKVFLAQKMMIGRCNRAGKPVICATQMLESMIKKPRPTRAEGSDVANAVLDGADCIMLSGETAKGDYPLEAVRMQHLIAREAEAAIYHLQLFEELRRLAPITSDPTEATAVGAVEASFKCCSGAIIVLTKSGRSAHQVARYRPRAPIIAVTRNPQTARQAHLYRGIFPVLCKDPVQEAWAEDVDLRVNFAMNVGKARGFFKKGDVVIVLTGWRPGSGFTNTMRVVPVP
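Kinase-Glo luminescence reports ATP generated from ADP (0.1 mM) and PEP (0.5 mM) by purified hPK-M2 after 1 h at room temperature, pH 7.2 imidazole buffer; intermediate enzyme activity allows detecting inhibitors and activators.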
KCNH2 3.1 block – qHTS for Inhibitors of KCHN2 3.1: Mutant qHTS; Potassium voltage-gated channel subfamily H member 2, brain isoform KCNH2 3.1 (human); U2OS KCNH2 3.1, thallium flux FluxOr; active compounds read low; activity change, % (tested at about 1.8 µM); hit rate 0.95% among 340,000;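 active = maximum activity change below -70%; inconclusive = maximum activity change from -70% to -50%; inactive = maximum activity change above -50%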;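 also: thallium influx rate constant from kinetic fluorescence after stimulation buffer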
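U2OS cells transduced with KCNH2 3.1 mutant virus (1.77 x 10^8 /mL, 4 h), plated overnight at 37 C, loaded 45 min with FluxOr dye plus Red40 quencher. Thallium flux rate constant from kinetic reads after stimulation buffer, normalised to controls.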
hERG WT inh – qHTS for Inhibitors of KCHN2 3.1: Wildtype qHTS; Voltage-gated inwardly rectifying potassium channel KCNH2 (Homo sapiens), Q12809; hit rate 0.37% among 340,000; activity change, % at 1.84 µM; U2OS, BacMam KCNH2, thallium flux FluxOr; active compounds read low;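 active = maximum activity change below -70%; inconclusive = maximum activity change between -70% and -50%; inactive = maximum activity change above -50%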
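U2OS cells were transduced with wild-type KCNH2 virus (2.03 x 10^8 / mL) for 4 h at room temperature, then cultured overnight at 37 C. Thallium flux was read with FluxOr dye. Rate constants were normalized to DMSO controls.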
GALK inh – qHTS Assay for Inhibitors of Human Galactokinase (GALK) | hit rate 0.007% among 270,000 | AID 1868, 2009 | P51570 | Potency, µM (series often up to 57.5 µM), for the others: at the top dose activity change, negative = inhibition, hits mostly inhibitors | Purified GALK, Kinase-Glo residual ATP luminescence; also: potency is read from the fitted curve at half-maximal effect
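ATP-depletion format; final 35 uM ATP, 100 uM D-galactose, 5 nM enzyme; pH 8.0 HEPES/Mg2+ buffer; 60 min RT; luminescence read 10 min after detection reagent.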
B2AR arrestin – qHTS assay of beta-arrestin-biased ligands of beta2-adrenergic receptor; Beta-2 adrenergic receptor (Homo sapiens), P07550; beta-arrestin recruitment to beta2AR, cell-based reporter; Potency, µM (top dose mostly 46.1 µM), for the others: at the top dose activation, actives largely listed as activators; hit rate 0.02% among 330,000; AID 492947, 2010;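 also: potency is read from the fitted curve at half-maximal effect; 0% = DMSO controls and full agonism = EC100 isoproterenol or metaproterenol; nearly all actives have a fitted effect of over 65% in size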
Target sequence (P07550 whole entry, looked up): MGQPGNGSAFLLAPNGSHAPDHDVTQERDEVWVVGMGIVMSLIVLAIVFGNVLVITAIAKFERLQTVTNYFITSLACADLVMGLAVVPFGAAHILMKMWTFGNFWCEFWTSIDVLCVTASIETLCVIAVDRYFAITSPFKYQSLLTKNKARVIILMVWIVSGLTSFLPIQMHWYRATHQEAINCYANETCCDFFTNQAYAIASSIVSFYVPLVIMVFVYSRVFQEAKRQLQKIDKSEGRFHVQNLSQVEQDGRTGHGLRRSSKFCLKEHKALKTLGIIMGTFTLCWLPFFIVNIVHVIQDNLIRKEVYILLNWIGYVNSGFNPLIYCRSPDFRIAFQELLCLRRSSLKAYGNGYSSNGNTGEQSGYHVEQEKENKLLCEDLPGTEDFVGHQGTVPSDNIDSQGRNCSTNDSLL
* marks the source's active call; other numbers are inactive results; ? = inconclusive; / = no result given. Unless noted, calls follow the shape of the dose curve; as a rule, active = well fitted curve in the direction sought with a large enough effect; inconclusive = small, poorly fitted or top-dose-only effect, or another doubt; inactive = no such curve, though single readings can be large; an effect the other way counts as inactive or inconclusive. Unless noted, % is scaled to controls: 0 for no effect and ±100 for the full control effect.

SMILES	USP2a inh	BCR signal inh	Giardia kill	FBPA coupling cs	Eya2 phos inh	uPA generation	PKM2 activator	KCNH2 3.1 block	hERG WT inh	GALK inh	B2AR arrestin
COc1ccc(C2C(C(C)=O)=C(O)C(=O)N2c2nccs2)cc1 (stereo not given)	/	/	23	0	/	7%	1%	1	-3	6%	/
O=C(Cn1cnc2c(OCc3ccccc3)ncnc21)N[C@H](CO)Cc1cc2ccccc2[nH]1	2%	6%	-9	/	-8%	8%	/	-7	1	/	-0.7%
CC(C)C(OC(=O)c1cccc(S(=O)(=O)NCC(F)(F)F)c1)C(=O)NC(N)=O (stereo not given)	2%	3%	5	0	2%	-10%	10%	-12	-19	1%	-0.2%
Clc1ccc(-c2nnc(-c3ccccc3)nc2N2CCSCC2)cc1	0%	?	-3	0	22%	-3%	-13%	-7	10	0%	0.0%
NCCC(=O)NCCc1cnc[nH]1	1%	-1%	28	-1	16%	7%	/	22	-2	/	-0.1%
CS(=O)(=O)N(CC(=O)NCc1ccncc1)c1cc(Cl)ccc1Cl	0%	-1%	13	4	-2%	2%	1%	3	-2	11%	-0.1%
CCc1cc(CNC(=O)CC2C(=O)NCCN2Cc2c(F)cccc2Cl)on1 (stereo not given)	0%	4%	-5	3	3%	1%	-4%	11	3	-1%	-1.6%
Nc1cc(=O)[nH]c(SCC(=O)N2CCc3ccccc3C2)n1	-1%	?	-2	2	10%	0%	2%	-7	1	4%	-0.1%
CCOC(=O)c1cc(C(=O)OCC)c2ccccn2c1=O	2%	0%	-14	2	0%	-7%	0%	-21	-11	5%	-0.1%
COC(=O)N[C@@H]1C[C@H]2[C@@H]3CC[C@H]4C[C@@H](OC)CC[C@]4(C)[C@H]3CC[C@@]12C	3%	0%	?	/	-13%	9%	/	-7	-3	/	-2.2%
CCC(=O)Nc1ccc(-c2ccc(N3CCCCC3)nn2)cc1	2%	?	11	-1	0%	-26%	/	0	-13	7%	0.3%
Clc1ccc(CN2CCN(c3ncccn3)CC2)cc1Cl	1%	7%	-4	-2	-3%	2%	9%	-8	-4	5%	-0.4%
Cc1c(C(=O)OC(C)C)nnn1-c1nonc1N	0%	12%	-11	13	-6%	2%	-1%	3	2	0%	-0.3%
CSc1ccc(CN(C)C(=O)CNC(=O)CNS(=O)(=O)c2ccc(C)c(C)c2)cc1	1%	-3%	3	4	2%	-2%	3%	10	0	0%	-0.5%
C/C(=N/NC(=O)CN1CCN(Cc2ccccc2)CC1)c1ccc([N+](=O)[O-])cc1	-2%	-13%	11	-6	-13%	-1%	-5%	-79*	-11	1%	-0.2%
CC(C)(C)C(=O)CC1(O)C(=O)N(Cc2ccc(Cl)cc2)c2ccccc21 (stereo not given)	-1%	1%	-8	1	-5%	0%	0%	-11	-9	/	-0.5%
CCOC(=O)C1CCN(C(=O)c2ccccc2NC(C)=O)CC1	0%	1%	3	-1	10%	-2%	3%	-3	0	-2%	-1.8%
Cc1ccc(-c2csc3ncnc(-n4nc(C)cc4N)c23)cc1	-1%	-1%	2	3	13%	0%	15%	0	5	1%	-0.7%
O=C(NCCn1c(C(F)(F)F)nc2cc(C(F)(F)F)ccc21)[C@H]1CCCN1c1nc(CN2CCCCC2)cs1	0%	-4%	24	-2	8%	-2%	0%	-3	-3	/	0.4%
O=C(CSc1nc2cc3c(cc2c(=O)n1CCC1=CCCCC1)OCO3)NCc1ccco1	3%	2%	2	2	1%	-3%	5%	3	1	-3%	0.1%
O=C(NC1CC1)c1cc(Cl)ccc1[N+](=O)[O-]	5%	0%	2	2	7%	/	4%	-25	-2	5%	0.1%
c1ccc(N2CCN(c3nc4cc5c(cc4s3)OCCO5)CC2)cc1	-1%	?	1	1	-18%	0%	-2%	-12	0	1%	-0.2%
CC1C/C(=N/NC(=O)c2cccs2)CC(C)(C)C1 (stereo not given)	0%	?	5	-2	5%	/	-1%	5	-16	-2%	-0.1%
CN(C(=O)COC(=O)c1cc2ccccc2cc1O)c1c(N)n(Cc2ccccc2)c(=O)[nH]c1=O	-1%	-4%	-5	/	6%	-4%	/	-1	0	/	3.4%
O=[N+]([O-])c1cc2c(c(CSc3nnnn3-c3ccc(O)cc3)c1)OCOC2	1%	-6%	-13	7	-3%	-5%	?	-16	-4	-3%	-0.3%
COc1cccc(-c2nc(-c3ccccc3)[nH]c(=O)c2C#N)c1	3%	8%	4	8	3%	3%	4%	14	7	/	0.3%
OCC1(CCOc2ccccc2)CCN(CC2=Cc3cc(Cl)ccc3OC2)CC1	-11%	-15%	-15	0	-10%	-3%	0%	-72*	-33	-8%	-0.1%
Cc1ccccc1NCN1C(=O)C2CCC(C)(C1=O)C2(C)C (stereo not given)	5%	4%	28	5	12%	4%	1%	4	0	-1%	0.2%
COc1ccccc1NC(=O)c1ccc(S(=O)(=O)N2CCCC2)cc1	2%	-1%	-15	0	8%	13%	-16%	4	36	1%	0.2%
CCc1[nH]nc2c1C(c1ccc(Br)s1)C(C#N)=C(N)O2 (stereo not given)	1%	2%	-5	2	-24%	-13%	-2%	-4	2	1%	0.0%
COC(=O)c1c(C)[nH]c(C(C)=O)c1C	2%	3%	11	-1	15%	-9%	0%	-7	8	1%	-0.2%
COc1cccc(OC)c1C(=O)Oc1ccc2c(c1)O/C(=C\c1ccncc1)C2=O	0%	-1%	-7	0	1%	-2%	12%	10	12	-1%	-0.4%
CCOCCCn1c(=S)[nH]c2cc(C(=O)N3CCN(c4ccccc4)CC3)ccc2c1=O	3%	9%	-22	-2	-6%	-1%	/	-18	0	-4%	-0.1%
CCOc1ccc(N2CC(C(=O)Nc3ccc(OC)c(S(=O)(=O)N4CCCCC4)c3)CC2=O)cc1 (stereo not given)	0%	-11%	17	1	2%	0%	0%	-2	0	-3%	0.2%
CC(C)C(=O)N1CCN(c2ccccc2NC(=O)c2cccc3ccccc23)CC1	-1%	4%	-1	2	-5%	-2%	3%	5	-8	-7%	0.5%
COc1ccc(C(=O)Nc2cc3c(oc2=O)CCCC3=O)cc1	1%	8%	7	0	4%	-1%	-4%	5	-3	-1%	0.1%
NC(=O)N/N=C/c1ccccc1OCC(=O)NCc1ccccc1	3%	3%	17	0	-5%	4%	1%	5	0	/	-3.2%
Fc1ccc2cnc(C3=CCCCC3)cc2c1	1%	?	-24	/	12%	7%	/	-18	5	/	0.0%
COc1ccc(OCCOC(=O)C(C)NS(=O)(=O)c2ccc(NC(C)=O)cc2)cc1 (stereo not given)	-1%	6%	-19	/	-2%	-5%	/	10	-2	/	0.2%
COc1ccc(S(=O)(=O)N2CCOCC2)cc1NC(=O)COC(=O)c1ccc(C)s1	2%	-3%	-2	4	-7%	1%	-1%	-26	1	-1%	-1.6%
CC(OC(=O)CCN=C1NS(=O)(=O)c2ccccc21)C(=O)N(C)C1CCCCC1 (stereo not given)	-1%	-2%	-3	/	-20%	1%	/	5	10	/	0.5%
CN1CCN(C2CCN(c3ccc(Nc4nnc(Cl)c(Nc5ccccc5S(C)(=O)=O)n4)c(OC(CF)CF)c3)CC2)CC1	2%	1%	-6	/	9%	-7%	/	1	-8	/	-0.1%
CCc1ccccc1N(C)S(=O)(=O)c1ccc2[nH]cc(C(=O)N3CCc4ccccc43)c(=O)c2c1	0%	-1%	-13	5	3%	4%	8%	-85*	-24	/	-0.4%
CC(C)CNC(=S)NC(=O)c1csc([N+](=O)[O-])c1	0%	?	-87*	0	0%	0%	2%	10	-1	-2%	-1.0%
O=C(Cn1cnc2c(nnn2-c2ccccc2)c1=O)NCCc1ccccc1	1%	-1%	-27	0	-20%	6%	0%	-1	8	1%	-0.1%
